Screens as filed in PubChem.
VCAM1 TNFa inh – reduces TNF alpha induced VCAM1 expression in HUVEC. hit rate 0.48% among 95,000. HUVEC TNFa-induced VCAM-1 immunofluorescence, high-content imaging. inhibition, % at 2 µM;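 active = inhibition above the batch mean plus 3 SD, with images confirmed as a hit by eye, cut at about 37% in these data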;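 also: 0% = TNF-stimulated DMSO wells and 100% = unstimulated control wells; not every result past the cut was called active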
TNFa cytotox – HUVEC cytotoxicity counter-screen, TNF alpha stimulated; hit rate 0.17% among 93,000; AID 848; cell count reduction, % at 2 µM; HUVEC TNFalpha-stimulated, Hoechst cell count, imaging;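 active = cell count reduction exceeding the screen mean by over 5 SD, scaled to untreated wells per plate, cut at about 78% in these data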;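 also: cells counted after 24 h of TNF alpha exposure following the 1 h pretreatment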
CYP2C19 inhib – blocks human cytochrome P450 2C19. CYP2C19 Supersomes, luciferin-H EGE luminescence, 30 min. AID 778. P33261. inhibition, % at 5 µM. hit rate 21% among 96,000;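 active = CYP2C19 inhibition above a set limit at 5 µM in the primary screen, cut at about 50% in these data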;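 also: plate controls were negative control wells for no effect and 2.5 mM tranylcypromine positive control for full effect; values of inactives mirror those of a sister screen read the other way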
Target sequence (P33261 whole entry, looked up): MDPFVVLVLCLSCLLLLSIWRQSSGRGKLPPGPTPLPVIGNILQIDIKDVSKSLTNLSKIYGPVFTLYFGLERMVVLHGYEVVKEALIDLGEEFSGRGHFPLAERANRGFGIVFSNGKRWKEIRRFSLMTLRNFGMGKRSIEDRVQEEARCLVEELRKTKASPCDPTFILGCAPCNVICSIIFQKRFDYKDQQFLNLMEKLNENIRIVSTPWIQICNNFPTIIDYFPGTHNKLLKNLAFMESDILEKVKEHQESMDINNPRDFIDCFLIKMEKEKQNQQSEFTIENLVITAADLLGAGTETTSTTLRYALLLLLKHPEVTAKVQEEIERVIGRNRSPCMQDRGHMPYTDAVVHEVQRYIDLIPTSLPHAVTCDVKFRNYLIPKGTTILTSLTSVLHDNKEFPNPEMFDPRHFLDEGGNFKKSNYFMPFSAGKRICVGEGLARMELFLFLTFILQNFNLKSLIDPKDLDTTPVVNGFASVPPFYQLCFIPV
HUVEC tox IL1B – toxic to HUVEC cells under IL-1B stimulation. cell count reduction, % at 2 µM. HUVEC cell count loss, Hoechst imaging, IL-1B stimulated. hit rate 0.41% among 94,000;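 active = cell count reduction more than 3 SD above the screen-wide mean, cut at about 70% in these data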;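 also: normalized per plate to untreated control cells as the no-loss baseline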
CYP2C9 inh – human CYP2C9 inhibition; CYP2C9 Supersomes, luciferin-H conversion, luminescence; inhibition, % at 5 µM; hit rate 20% among 96,000; AID 777;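 active = blocking of liver enzyme CYP2C9 beyond about 50% at 5 µM, limit read from the data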; also: values of inactives mirror those of a sister screen read the other way
CYP2C9 act – CYP2C9 (human) activation. P11712. activation factor at 5 µM. hit rate 1.4% among 96,000. recombinant CYP2C9, luciferin-H conversion, luminescence; stronger effect = higher value; factor 1 = untreated enzyme, 0 = blocked;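 active = activation factor of 2 or more for CYP2C9 at a 5 µM dose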;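 also: 0 = sulfaphenazole-blocked wells and 1 = vehicle-only wells; values of inactives mirror those of a sister screen read the other way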
CYP2C19 act – increases human CYP2C19 enzyme activity; AID 1025; activation factor at 5 µM; 96,000 tested, under 10 active; recombinant CYP2C19, luciferin-H EGE luminescence; stronger effect = higher value; 0 = fully inhibited enzyme, 1 = untreated enzyme;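 active = activation factor of at least 2 at 5 µM in the primary screen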;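 also: 0 = wells with 2.5 mM tranylcypromine and 1 = vehicle-only wells; values of inactives mirror those of a sister screen read the other way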
Candida biofilm – kills Candida albicans biofilms | C. albicans biofilm + clotrimazole, Alamar Blue | inhibition, % at 6 µM | hit rate 0.14% among 85,000;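 active = inhibition above 20%; inactive = inhibition below 20%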;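 also: preformed 24 hr biofilms exposed to compound for 48 hr; 0% = biofilm without compound and 100% = blank killed by clotrimazole plus chlorhexidine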
hDAT+cocaine – modulates human dopamine transporter uptake under cocaine; Q01959; LLC-PK1 hDAT cells, [14C]-dopamine uptake with cocaine IC80; actives deviate in either direction; B-score at 10 µM; hit rate 1.3% among 110,000; AID 449768;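 active = Z score or B-score, a plate-position-corrected score, falls beyond the plate's 99.7% confidence bounds, in either direction; inactive = both scores lie inside the 99.7% bounds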;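 also: scored against the spread of the other compound wells on the same plate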
Target sequence (Q01959 whole entry, looked up): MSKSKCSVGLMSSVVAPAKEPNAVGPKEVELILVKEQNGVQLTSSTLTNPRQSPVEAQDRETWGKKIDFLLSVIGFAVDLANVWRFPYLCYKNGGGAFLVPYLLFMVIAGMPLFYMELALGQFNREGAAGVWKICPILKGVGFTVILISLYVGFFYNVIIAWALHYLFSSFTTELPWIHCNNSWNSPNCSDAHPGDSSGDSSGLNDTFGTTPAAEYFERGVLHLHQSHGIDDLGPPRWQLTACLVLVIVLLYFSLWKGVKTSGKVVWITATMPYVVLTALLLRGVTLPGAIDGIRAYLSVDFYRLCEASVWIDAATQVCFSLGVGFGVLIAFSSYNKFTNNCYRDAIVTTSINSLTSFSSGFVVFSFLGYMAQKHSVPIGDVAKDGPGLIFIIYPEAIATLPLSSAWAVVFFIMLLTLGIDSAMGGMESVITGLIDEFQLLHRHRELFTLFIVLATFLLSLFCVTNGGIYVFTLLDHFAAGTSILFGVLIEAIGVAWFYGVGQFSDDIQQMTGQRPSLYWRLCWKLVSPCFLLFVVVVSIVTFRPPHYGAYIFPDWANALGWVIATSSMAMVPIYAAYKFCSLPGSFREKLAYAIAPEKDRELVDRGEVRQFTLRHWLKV
The depositor's hits bear a star; . = not tested or not shown.

SMILES	VCAM1 TNFa inh	TNFa cytotox	CYP2C19 inhib	HUVEC tox IL1B	CYP2C9 inh	CYP2C9 act	CYP2C19 act	Candida biofilm	hDAT+cocaine
COC(=O)C(NC(=O)Nc1ccccc1OC)C(C)C (stereo unspecified)	-4	-21	59*	-10	12	0.9	0.4	.	-0.44
COc1cc(NC(=O)C2CCCO2)c(C(=O)O)cc1OC (stereo unspecified)	-3	12	-23	-37	-19	1.2	1.2	.	-0.94
CCOC(=O)N1CCC(N2C(=O)c3ccccc3C2Nc2ccc3c(C)cc(=O)oc3c2)CC1 (stereo unspecified)	14	6	41	-38	81*	0.2	0.6	16	0.54
CCOc1ccc(-c2nn3c(-c4ccccc4)nnc3s2)cc1	11	12	29	-9	24	0.8	0.7	5	-0.48
O=C1OC(N2CCN(C(=O)c3ccco3)CC2)c2ccccc21 (stereo unspecified)	0	-31	-14	-41	-15	1.2	1.1	6	0.34
COC1CCCCC1NS(=O)(=O)c1ccc(Cl)cc1 (stereo unspecified)	.	.	94*	.	28	0.7	0.1	-12	1.8
COCCN1CCc2c(C)nc3c(-c4ccc(OC)c(OC)c4)cnn3c21	7	-8	14	12	29	0.7	0.9	.	-0.032
Cn1nc(C(F)(F)F)cc1C(=O)NC1CCCCCC1	8	-22	50	-28	17	0.8	0.5	.	-0.15
O=C(Nc1ccccc1Cl)C1CCN(Cc2cnn(-c3ccccc3)c2-n2cccc2)CC1	14	-22	18	-57	23	0.8	0.8	5	0.23
COc1ccc(-c2noc(-c3ccco3)n2)cc1OC	3	1	4	-16	7	0.9	1	7	1
c1coc(Cn2nnnc2CN2CCN(C3CCCCC3)CC2)c1	.	.	-15	.	-1	1	1.2	3	-0.058
CC1(C)CC(=O)C2=C(C1)Oc1ncn(CCCO)c(=N)c1C2c1ccccc1 (stereo unspecified)	-10	-3	-12	15	-1	1	1.1	7	-0.75
CN1C(=O)C(=C2CCCCCC2)SC1=S	6	-30	14	-10	10	0.9	0.9	6	2
CC(=O)Nc1ccc(C(=O)OCC(=O)NC(=O)NC(C)(C)C)cc1	4	-29	14	-130	23	0.8	0.9	5	-0.57
COc1ccc(OC)c(NC(=O)C2CCC(CNc3c(N4CCC(C)CC4)c(=O)c3=O)CC2)c1 (stereo unspecified)	6	-47	25	-2	-27	1.3	0.8	-1	-0.00075
CC(C)[C@H](NC(=O)c1ccccc1)C(=O)OCC(=O)c1ccc2c(c1)NC(=O)CO2	15	-13	52*	-5	40	0.6	0.5	.	0.027
CC(=O)Nc1nc2c(ncn2COCCOC(C)=O)c(=O)[nH]1	18	-13	4	4	-2	1	1	-3	0.57
CCOC(=O)CC(=O)Nc1ccc(C(=O)OCC)cc1	12	6	27	-8	25	0.8	0.7	.	-0.41
CC(C)Cn1c(-c2ccccc2)nc(=S)c2c1CCCC2	2	-25	-1	-1	27	0.7	1	2	-0.47
O=C(c1cccc(S(=O)(=O)N2CCOCC2)c1)N1CCCCCC1	10	-14	33	-10	-2	1	0.7	-1	-0.37
CC(C)(C)c1ccc(-c2nnc3sc(-c4ccccn4)nn23)cc1	7	7	6	15	43	0.6	0.9	10	-0.039
Cc1cc(C)nc(Nc2ccc(C(=O)O)cc2)n1	-25	-26	0	-10	2	1	1	.	0.61
Cc1ccc(C(c2sc3ncnn3c2O)N2CC(C)CC(C)C2)cc1 (stereo unspecified)	4	30	76*	14	27	0.7	0.2	1	2
CCOC(=O)CSc1nc2sc3c(c2c(=O)[nH]1)CCCC3	12	-14	-1	-11	3	1	1	3	-0.42
CSc1ncc(Cl)c(C(=O)Nc2nnc(SC/C=C/c3ccccc3)s2)n1	-15	-15	80*	21	99*	0	0.2	4	-0.67
CCc1c(C#N)c(SCCC(=O)Nc2cccc(OC)c2)nc2c1C(=O)CC(C)(C)C2	11	-4	98*	-5	98*	0	0	.	0.96
CCOC(=O)c1cccc(NC(=O)CSc2nnc(-c3cccnc3)n2C)c1	15	7	22	-33	38	0.6	0.8	4	0.36
O=C(NCc1ccccc1)c1ccc(C2SCC(=O)N2Cc2ccccc2)cc1 (stereo unspecified)	-3	.	.	-32	.	.	.	6	0.46
O=S(=O)(c1cccs1)n1cnc2ccccc21	6	-27	11	-5	-38	1.4	0.9	.	0.058
CCOc1ccc(-n2c(SCC(N)=O)nc3c(c2=O)SCC3)cc1	.	.	-20	.	3	1	1.2	6	-0.99
CCCSc1nc2c(c(=O)[nH]c(=O)n2C)n1CCc1ccccc1	11	-24	26	-3	15	0.9	0.7	-1	-0.008
O=C(OCc1c(Cl)cccc1Cl)c1ccccn1	-15	-17	5	13	-14	1.1	0.9	4	-0.39
CC1CCCN(CC(=O)Nc2ccc(S(=O)(=O)NC3CCCCC3)cc2)C1 (stereo unspecified)	8	-19	78*	-2	52*	0.5	0.2	2	1.8
N#C/C(=C(/O)CN1CCN(c2ccccc2F)CC1)c1nc(-c2ccc(Cl)cc2)cs1	-12	11	1	-15	34	0.7	1	.	-0.45
CCc1ccc2[nH]c(=O)c(CN(CCO)C(=O)NCc3ccccc3)cc2c1	.	.	25	.	-13	1.1	0.7	-6	0.92
O=c1c(Sc2ccccc2)c(C(F)(F)F)[nH]n1-c1ccccc1	5	-16	15	5	97*	0	0.8	2	-2.2*
O=C(CSc1nccn1-c1cccc(Cl)c1)Nc1ccc2c(c1)OCCO2	11	-24	66*	-7	66*	0.3	0.3	-3	0.48
CCCCC(C(=O)OCC(=O)c1ccc(OC)cc1)N1C(=O)c2ccccc2C1=O (stereo unspecified)	8	-30	.	-28	.	.	.	5	1.4
Cc1ccc(/C=C/c2ccc(=O)n(Cc3ccc(Cl)cc3Cl)n2)cc1	-18	15	22	-17	48	0.5	0.8	.	.
CCOC(=O)/C(C#N)=C1/CCCCCN1C	-8	-43	-1	5	-18	1.2	1	.	0.34

As a short view, 3 of the compounds above.
SMILES	VCAM1 TNFa inh	TNFa cytotox	CYP2C19 inhib	HUVEC tox IL1B	CYP2C9 inh	CYP2C9 act	CYP2C19 act	Candida biofilm	hDAT+cocaine
CCCCC(C(=O)OCC(=O)c1ccc(OC)cc1)N1C(=O)c2ccccc2C1=O (stereo unspecified)	8	-30	.	-28	.	.	.	5	1.4
Cc1ccc(/C=C/c2ccc(=O)n(Cc3ccc(Cl)cc3Cl)n2)cc1	-18	15	22	-17	48	0.5	0.8	.	.
CCOC(=O)/C(C#N)=C1/CCCCCN1C	-8	-43	-1	5	-18	1.2	1	.	0.34

The list continues:
SMILES	VCAM1 TNFa inh	TNFa cytotox	CYP2C19 inhib	HUVEC tox IL1B	CYP2C9 inh	CYP2C9 act	CYP2C19 act	Candida biofilm	hDAT+cocaine
COc1ccc(CCNC(=S)NC(=O)c2ccccc2)cc1OC	-15	6	61*	-4	28	0.7	0.4	.	1.3
CN(C)c1nc2c(c(=O)[nH]c(=O)n2C)n1Cc1ccccc1Br	-19	-18	44	-29	20	0.8	0.6	4	-0.046
COc1ccc(C)c2sc(=NC(=O)c3ccccc3)n(C)c12	13	-19	6	4	21	0.8	0.9	.	.
O=P(O)(CN1CCCCCC1)CN1CCCCCC1	16	0	-14	-4	-11	1.1	1.1	.	-1.4
O=C(CCCc1c[nH]c2ccccc12)N1CCN(c2ccc(N3CCOCC3)nn2)CC1	30	-44	58*	-3	32	0.7	0.4	-3	2.5*
O/N=C/c1ccccc1Oc1ccccc1	-1	-3	73*	2	45	0.5	0.3	.	-1.3
CC/C(O)=N\S(=O)(=O)c1ccc(N=NN(C)C)cc1	27	-26	.	-5	.	.	.	4	-1.1
Cc1ccc(C2c3c(oc4ccccc4c3=O)C(=O)N2CCCN2CCOCC2)o1 (stereo unspecified)	18	-2	-9	-2	5	0.9	1.1	-2	0.047
Cc1cccnc1Nc1nc(-c2ccccn2)cs1	94*	73	-1	2	4	1	1	4	-0.73
C=CCc1cc(C=O)cc(OC)c1OCc1ccc(Cl)cc1	9	-4	35	93*	29	0.7	0.7	.	0.11
CN1CC[n+]2cnc3ccccc3c21	.	.	-23	-5	-16	1.2	1.2	8	-0.26
CCC(NC(=O)OC(C)(C)C)C(=O)Oc1ccc2c3c(c(=O)oc2c1)CCC3 (stereo unspecified)	6	-15	8	-7	-78	1.8	0.9	8	-1.2
CCOC(=O)c1ccccc1NC(=O)CSc1nc2ccccc2n1CC(=O)N1CCCC1	-5	14	82*	11	87*	0.1	0.2	3	1.1
CCN(CCNC(=O)Nc1ccc(Cl)cc1)c1ccccc1	-1	-20	59*	-26	26	0.7	0.4	9	-0.14
O=C1CC(C(=O)N2CCOCC2)C2(CCCCC2)O1 (stereo unspecified)	10	-7	26	3	-24	1.2	0.7	5	-0.53
COc1cc(Cl)c(C)cc1NC(=O)COc1cc(C)nc(C(C)C)n1	.	.	48	.	51*	0.5	0.5	3	-0.14
O=S(=O)(c1ccccc1)c1nc(-c2cccs2)oc1NCCCn1ccnc1	3	2	98*	-26	92*	0.1	0	3	2.5*
Cc1nn(Cc2ccc(Cl)cc2)c(C)c1NC(=O)Cn1nc([N+](=O)[O-])c(Cl)c1C	8	10	8	-7	7	0.9	0.9	.	0.92
CCN1CCCC1CNC(=O)c1csc2c1CCCC2 (stereo unspecified)	9	-12	4	-9	-9	1.1	1	11	-0.0033
Cc1ccnc(NC(=O)COc2ccc3oc4c(c3c2)CCCC4)c1	-5	-9	.	-57	.	.	.	.	-0.39
COCCNC(=O)c1ccccc1NC(=O)c1ccccc1N(C)S(=O)(=O)c1ccccc1	-32	2	100*	-8	93*	0.1	0	.	-0.64
CCOC(=O)N1CCN(C(=O)COc2ccc(S(=O)(=O)NC(C)C)cc2)CC1	.	.	-10	.	18	0.8	1.1	-6	-0.52
COc1ccccc1NC(=O)CSc1nnc(Cc2cc(=O)[nH]c(=O)[nH]2)n1-c1ccccc1	14	-43	5	-27	14	0.9	0.9	-4	-1
O=C(c1cnc2ccccn2c1=O)N1CCCc2ccccc21	.	.	6	.	-1	1	0.9	-6	-0.0055
Cc1ccc(C(=O)OCC(=O)Nc2ccc3c(c2)OCO3)cc1S(=O)(=O)N1CCOCC1	-6	2	40	-7	51*	0.5	0.6	7	1.5
O=c1c(C(c2ccc(O)cc2)c2c(O)nc3n(c2=O)CCCS3)c(O)nc2n1CCCS2	4	-9	-8	9	-3	1	1.1	.	0.79
C=CCN1C(=O)C2C(C(=O)NCc3ccccc3)C3(C)C=CC2(O3)C1C(=O)NC(C)(C)C (stereo unspecified)	-12	11	-11	-12	-4	1	1.1	.	0.69
CCOC(=O)c1cnc(SC)nc1Oc1cccc(NS(=O)(=O)c2ccc(C)cc2)c1	13	-3	18	-14	81*	0.2	0.8	.	0.3
COc1ccc(NC(=O)/C(Cl)=C(/Cl)S(=O)Cc2ccccc2)cn1 (stereo unspecified)	88*	99*	51*	14	92*	0.1	0.5	-3	0.65
O=C(/C=C/c1ccccc1)c1cc(Br)ccc(=O)c1O	23	3	5	-10	27	0.7	0.9	.	-0.023
Cc1cc(NC(=O)CSc2ccc3nnc(-c4ccccc4)n3n2)no1	22	-10	1	-2	16	0.8	1	5	0.52
CSc1nc2sc3c(c2c(=O)[nH]1)CCCC3	9	-13	17	-15	-6	1.1	0.8	.	-0.038
O=C(CCCn1c(=O)[nH]c2cc(Cl)ccc2c1=O)NCCN1CCN(c2ccccc2)CC1	-4	-6	.	-4	.	.	.	5	-0.6
N#CCCCSc1nnnn1-c1cccc(Cl)c1	1	-23	80*	-1	-13	1.1	0.2	5	-0.53
COC(=O)c1ccc(NC(=O)c2ccccc2SC)cc1	24	11	25	-14	-27	1.3	0.7	8	3.3*
CCCCn1c(/N=C/c2cc(OC)ccc2O)nc2ccccc21	-1	-12	1	-3	1	1	1	-2	2.7*

Compounds were not picked by outcome, and some 29% of all compounds hit somewhere here.
